PTHR1 ag = activates the human parathyroid hormone receptor PTHR1 | HEK293 GP2 PTHR1 cells, GloSensor cAMP luminescence, 1 h | Potency, µM (series often up to 115 µM), for the others: top-dose activation, actives largely listed as activators | actives 0.075% (n = 410,000) | AID 743266; note: nearly all actives have a fitted effect of over 55% in size; some results filed as inactive show a strong effect at the top dose; inactives centre near -15; many of its hits are not listed in these tables
Target sequence (Q03431 whole entry, looked up): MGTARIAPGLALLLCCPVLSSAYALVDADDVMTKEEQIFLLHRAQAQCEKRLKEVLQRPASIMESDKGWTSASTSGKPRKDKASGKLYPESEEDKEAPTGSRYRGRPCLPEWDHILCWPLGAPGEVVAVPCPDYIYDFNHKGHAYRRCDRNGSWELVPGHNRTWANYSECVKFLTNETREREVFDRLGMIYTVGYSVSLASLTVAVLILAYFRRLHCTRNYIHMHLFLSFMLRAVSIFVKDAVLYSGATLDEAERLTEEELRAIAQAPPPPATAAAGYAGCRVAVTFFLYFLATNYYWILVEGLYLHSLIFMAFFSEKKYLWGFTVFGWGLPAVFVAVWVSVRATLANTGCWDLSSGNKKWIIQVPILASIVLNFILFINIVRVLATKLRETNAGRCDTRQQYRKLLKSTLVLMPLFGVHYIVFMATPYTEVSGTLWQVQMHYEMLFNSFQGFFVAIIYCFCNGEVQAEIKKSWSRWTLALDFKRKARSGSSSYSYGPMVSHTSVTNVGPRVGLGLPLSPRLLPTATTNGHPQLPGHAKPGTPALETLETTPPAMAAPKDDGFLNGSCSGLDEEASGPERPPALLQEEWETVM
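HEK-293-derived GP2 cells expressing PTHR1 and a GloSensor cAMP reporter, 3,000/well, plated overnight, given luciferin plus IBMX (each 0.5 mM as added) for 1 h at 37 °C, then compound for 1 h at 37 °C. Luminescence was read after 15 min at room temperature.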
TDP-43 yeast inh = inhibitors of TDP-43 toxicity in yeast | TDP-43 expressing yeast growth rescue, BacTiter-Glo, 24 h | Potency, µM (doses to about 46.1 µM), for the others: at the top dose growth rescue (activation), usual class: activators | actives 1.8% (n = 410,000); note: % of control where 0% means no effect; nearly all actives have a fitted effect of over 50% in size
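Yeast expressing TDP-43 (pregrown in raffinose, seeded at OD600=0.02 in galactose medium) exposed to compounds 24 hr at 30 deg C. Growth read by BacTiter-Glo luminescence; rescue of toxicity appears as increased signal.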
aSyn yeast inh = alpha-synuclein toxicity inhibition in yeast. Potency, µM (titrated, usually from 46.1 µM), inactives show top-dose growth rescue (activation), actives largely listed as activators. AID 652106. Yeast expressing alpha-synuclein, growth rescue, BacTiter-Glo, 24 h. actives 0.14% (n = 370,000); note: % of control where 0% means no effect; nearly all actives have a fitted effect of over 65% in size
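Rescue of yeast growth: cells expressing toxic alpha-synuclein, induced in galactose at OD600 0.02, incubated with compound 24 h at 30 C. ATP luminescence quantified growth; inhibitors of toxicity appear as activators.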
EPAC2 ag = activates human EPAC2 exchange factor | EPAC2 activation, biochemical qHTS; response scale: 100% = 6.5 mM cAMP response | Potency, µM (highest dose often 154 µM), inactives show top-dose activation, most hits filed as activators | actives 0.079% (n = 360,000); note: nearly all actives have a fitted effect of over 50% in size
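Setup: EPAC2 100 nM, labeled Rap1B complex 250 nM, free GDP 50 uM. Compound titrations pinned in, brief spin, 5 min room temperature incubation. Kinetic fluorescence read over 30 min, normalized to 6.5 mM cAMP.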
EPAC2 antag = blocks human EPAC2 exchange factor; AID 720708; EPAC2 GEF exchange of Rap1B-BODIPY-GDP, fluorescence; Potency, µM (titrated, usually from 114 µM), without a hit: at the highest dose activity, negative = inhibition, most hits filed as inhibitors; actives 0.18% (n = 360,000); note: % is set by controls: 0 for no effect and ±100 for the full control effect; nearly all actives have a fitted effect of over 45% in size; many of its hits are not listed in these tables
EPAC1 agonist = EPAC1 (human) agonism | O95398 | EPAC1 agonist qHTS, biochemical assay; response scale: 100% = response to 6.5 mM cAMP | Potency, µM (titrated, usually from 154 µM), for inactives: at the top dose activation, usual class: activators | actives 0.073% (n = 360,000) | AID 720707; note: nearly all actives have a fitted effect of over 60% in size
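Read-out is the fluorescence drop as BODIPY-GDP leaves Rap1B (480 nm excitation, 540 nm emission), recorded every 5 minutes over 30 minutes. Reactions held 100 nM EPAC1, 250 nM Rap1B–BODIPY-GDP and 50 uM GDP, with 6.5 mM cAMP setting full activation.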
FUS yeast rescue = suppressors of FUS proteinopathy in yeast; Potency, µM (titrated, usually from 76.6 µM), inactives show at the highest dose growth rescue (activation), hits mostly activators; actives 0.24% (n = 390,000); S. cerevisiae FUS-expressing, growth rescue, OD600, 24 h; AID 1347120;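 note: plate controls were DMSO vehicle for no effect and reference control for full effect; nearly all actives have a fitted effect of over 55% in size; some results filed as inactive show a strong effect at the top dose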
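Compound concentration series was pinned onto galactose-induced FUS-expressing yeast seeded at OD 0.005. Plates sat 24hr at 30C; absorbance at 600 nm gave growth. DMSO served as background control.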
EPAC1 antag = antagonists of human EPAC1; O95398; EPAC1 GEF assay, Rap1b-BODIPY-GDP exchange fluorescence; Potency, µM (titrated, usually from 115 µM), inactives show at the highest dose activity change, negative = inhibition, hits mostly inhibitors; actives 0.14% (n = 360,000);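 note: plate controls were vehicle for no effect and positive control for full effect; nearly all actives have a fitted effect of over 50% in size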
* marks the source's active call; other numbers are inactive results; i = inactive; u = inconclusive; x = not tested or not shown; & = joins results of further samples; [ ] = dose if it differs, or a comment. Calls come from the whole dose curve; as a rule, active = well fitted curve in the direction sought with a large enough effect; inconclusive = small, poorly fitted or top-dose-only effect, or another doubt; inactive = no such curve, though single readings can be large; an effect the other way counts as inactive or inconclusive. Potency is the fitted concentration of half-maximal effect. An excerpt. The share of hits here may be higher or lower than overall.

SMILES | PTHR1 ag | TDP-43 yeast inh | aSyn yeast inh | EPAC2 ag | EPAC2 antag | EPAC1 agonist | FUS yeast rescue | EPAC1 antag
CC(C)(C)c1ccc(C(=O)NC2CCN(Cc3ccccc3)CC2)cc1 | i | -3% | 7% | 4% | -1% | 0% | 4% | -27%
CCN(C(=O)CSc1nnc(-c2cccc(F)c2)n1N)c1c(N)n(Cc2ccccc2)c(=O)[nH]c1=O | i | -21% | 8% | -2% | 14% | 4% | 2% | 11%
O=C(Nn1c(-c2ccccc2)nc2ccccc2c1=O)c1cccs1 | i | -9% | -1% | 4% | 6% | -7% | x | -13%
COCCN1CCN(C(=O)c2ccc3oc(CCc4ccccc4)nc3c2)CC1 | i | 8% | 7% | 2% | 10% | -5% | x | 1%
COc1cnc(-c2ccccn2)nc1Sc1ccccc1Cl | i | u | 3% | 9% | -22% | 13% | 28% | -6%
O=C(NCCc1ccccc1F)C1CC(=O)N(c2ccccc2)C1 (centres undefined) | i | 7% | 0% | 5% | 0% | 3% | 8% | -2%
Cc1nc2ccccn2c1-c1csc(NCc2ccco2)n1 | -22% | 6% | -1% | 0% | 0% | 0% | 9% | 0%
COc1ccc(Cl)cc1-n1c(=S)sc2c(=O)[nH]c(SCC(=O)C(C)(C)C)nc21 | -44%[inhibitor] | 19% | -3% | 6% | -21% | -10% | -6% | 0%
O=C(CCCN1C(=O)/C(=C/c2ccccc2Cl)SC1=S)NNC(=O)c1ccc(Cl)cc1Cl | -33% | -14% | -3% | -6% | 10% | -13% | 14% | -12%
N#Cc1ccc(C(=O)OCCCc2cc3ccccc3c(=O)o2)cc1 | -21% | 18% | u | 13% | 1% | 3% | 12% | 4%
Cc1c(NC(=S)NC(=O)c2cccc(Br)c2)c(=O)n(-c2ccccc2)n1C | -5% | -12% | 3% | 4% | -8% | 4% | 34% | 15%
CCOCCCN(Cc1ccco1)C(=O)c1cc2c(=O)[nH]c3ccc(C)cc3c2s1 | -10%&-55% | 26%&28% | 1% | -4% | 3% | 0% | u | -18%
Nc1ccc(N=Nc2ccc(O)cc2)c(N)n1 | 0% | 16% | -11% | -4% | -9% | -12% | x | -11%
Cc1ccc(-c2noc(Cn3nc(C(=O)O)c4ccccc4c3=O)n2)cc1 | -4% | -17% | -1% | -3% | 5% | 10% | 8% | 8%
CN(Cc1ccc(F)cc1)C(=O)COc1ccccc1-c1ccccc1 | -34%[inhibitor] | 23% | 3% | 4% | -21% | 8% | 23% | -7%
COc1ccc(C(=O)N/N=C(\C)Cn2cnc([N+](=O)[O-])n2)cc1 | i | 0% | 3% | 5% | 8% | -4% | -5% | 5%
CCOCCC(=O)Nc1cc(Cl)ccc1OC | i | 0% | -10% | -4% | 9% | 0% | 24% | 16%
CCCCc1nnc(NC(=O)c2oc3ccccc3c2C)s1 | -12% | 10% | 0% | -1% | 5% | -33%[inhibitor] | 2% | 3%
CCCCN(C(=O)C(C)N1C(=O)c2ccccc2C1=O)c1c(N)n(CC(C)C)c(=O)[nH]c1=O (centres undefined) | i | 12% | 0% | -2% | 2% | 3% | x | -16%
Cc1cccc(N(C)C(=O)CCS(=O)(=O)c2cc3c(cc2Cl)NC(=O)CO3)c1 | i | 9% | -4% | 19% | 0% | -1% | -4% | -2%
O=S(=O)(Cc1ccc(Cl)cc1)N1CCN(Cc2ccccc2)CC1 | u | -17% | 2% | -3% | 11% | -4% | 0% | 10%
Clc1ccc2c(c1)[C@H]1OCC[C@H]1[C@@H](c1ccco1)N2 | -13% | u | -2% | 1% | -12% | -3% | -6% | -9%
CC(=O)c1cccc(NC(=O)N2CCC(C(=O)c3ccc(F)cc3)CC2)c1 | -6% | -6% | -2% | 4% | 8% | 0% | -16% | -8%
O=C(C1CCCN(S(=O)(=O)c2cccc3cccnc23)C1)N1CCN(c2ccc(F)cc2)CC1 (centres undefined) | -18% | 4% | 5% | 13% | -1% | 7% | 25% | 1%
COc1ccc(NC(=O)CCS(=O)(=O)c2cccc3nonc23)c(OC)c1 | i | -8% | 1% | 0% | 13% | 5% | 15% | 11%
Further results follow:
SMILES | PTHR1 ag | TDP-43 yeast inh | aSyn yeast inh | EPAC2 ag | EPAC2 antag | EPAC1 agonist | FUS yeast rescue | EPAC1 antag
COc1cccc2cc(C(=O)Nc3ccccc3C)/c(=N/O)oc12 | i | u | -74%[inhibitor] | 7% | -7% | 8% | -10% | 4%
Cc1ccc(C(=O)N(CN2CCCC2=O)c2ccccc2)cc1C | -1%[57.5 µM] | 0% | 7% | -3% | -5% | 5% | 30% | 2%
O=C(NCCCc1ccccc1)c1c(O)nc2sccn2c1=O | i | -33%[inhibitor] | -13% | -7% | -9% | -9% | -6% | 1%
Cc1ccn(CCNC(=O)C2CCC(=O)N(Cc3ccc(Cl)cc3)C2)n1 (centres undefined) | 17% | -11% | -2% | 8% | -9% | -9% | x | -1%
COc1cccc(C(=O)OCC(=O)NC(=O)NC2CCCC2)c1O | i | u | 1% | 1% | -11% | 3% | 5% | -8%
O=C(NCc1cccs1)C1CC(=O)N(c2ccc(Cl)cc2)C1 (centres undefined) | i | 8% | -1% | 2% | 6% | -8% | -13% | 0%
COC(=O)CC1SC(=O)NC1=O (centres undefined) | i | 5% | -2% | 4% | 5% | 24% | -3% | -26%
c1ccc(-c2cncnc2)cc1 | i | 10% | 2% | 3% | 3% | 9% | -12% | -11%
COc1cc([N+](=O)[O-])ccc1NC(=O)C[n+]1cccc(C)c1 | -8% | 12% | -4% | -2% | 15% | 1% | 17% | 0%
Cc1ccc(O)c(NC(=O)CCCC(=O)O)c1 | -3%[57.5 µM] | -12% | -4% | 13% | -2% | 8% | 6% | 12%
COc1ccc(C2=CC3=C(Br)C(=O)C(C)(OC(=O)c4ccc(Cl)nc4)C(=O)C3=CO2)cc1 (centres undefined) | u | 14µM* | -15% | 2% | 8% | -7% | 18% | 1%
c1ccc(NC(=NCc2ccco2)c2ccccc2)cc1 | -1% | -17% | -6% | 7% | 5% | 5% | 1% | 13%
CC(Sc1ncn[nH]1)C(=O)Nc1ccc(Cl)cn1 (centres undefined) | i | -17% | 1% | 7% | 0% | 4% | -10% | u
CN(C(=O)COC(=O)CNC(=O)c1ccc(Cl)cc1Cl)c1ccccc1 | -22% | -22% | 0% | 8% | 2% | 12% | 27% | 9%
CCCc1cc2c(cc1NC(=O)c1ccc(Br)cc1)OCO2 | -3%[57.5 µM] | -5% | 2% | 10% | 0% | 1% | 3% | 1%
COc1ccccc1C(=O)N1CCN(CCc2ccccc2)CC1 | i | -15% | -2% | -6% | -1% | 7% | 0% | 15%
Cc1ccc(NC(=O)CCC(=O)OCc2ccc(Br)cc2)cc1 | i | u | -4% | 11% | -1% | -13% | 18% | -28%
Cc1ccc(-c2ccc(CCC(=O)O)n2NC(=O)c2cccs2)cc1 | i | 3% | 4% | 6% | -1% | 9% | 18% | -6%
Cc1cc(C)c(S(=O)(=O)Nc2ncn[nH]2)c(C)c1 | i | 1% | -1% | 4% | 5% | -12% | -13% | u
O=C(CC1C(=O)NCCN1Cc1c(F)cccc1Cl)NC1CCCCCC1 (centres undefined) | -16% | -14% | 0% | 16% | 8% | -6% | -41% | 13%
COC(=O)/C=C1\OCc2c(F)cccc21 | -18% | 12% | -4% | 9% | 2% | -9% | -2% | 13%
Cc1cccc(NC(=O)CCN2C(=O)c3ccccc3C2=O)n1 | -2% | 7% | u | 10% | 14% | -5% | 5% | 11%
CCOc1ncccc1C(=O)NCC(c1ccccc1)N(C)C (centres undefined) | -10% | -18% | 11% | 1% | -9% | -15% | -17% | 1%
CCNC(=O)C1(C)CCN(C(=O)c2cccc(OC(F)(F)F)c2)C1 (centres undefined) | i | 12% | 0% | -2% | 5% | -1% | -20% | 16%
CC(O)c1ccc2c(c1)OCCOCCN(C)CCOCCO2 (centres undefined) | -21% | 20% | -2% | 1% | 0% | 15% | 17% | 10%

Five records picked at random from those above, as already listed:
SMILES | PTHR1 ag | TDP-43 yeast inh | aSyn yeast inh | EPAC2 ag | EPAC2 antag | EPAC1 agonist | FUS yeast rescue | EPAC1 antag
Cc1ccc(O)c(NC(=O)CCCC(=O)O)c1 | -3%[57.5 µM] | -12% | -4% | 13% | -2% | 8% | 6% | 12%
c1ccc(NC(=NCc2ccco2)c2ccccc2)cc1 | -1% | -17% | -6% | 7% | 5% | 5% | 1% | 13%
Cc1cccc(NC(=O)CCN2C(=O)c3ccccc3C2=O)n1 | -2% | 7% | u | 10% | 14% | -5% | 5% | 11%
O=C(NCCCc1ccccc1)c1c(O)nc2sccn2c1=O | i | -33%[inhibitor] | -13% | -7% | -9% | -9% | -6% | 1%
Cc1ccc(C(=O)N(CN2CCCC2=O)c2ccccc2)cc1C | -1%[57.5 µM] | 0% | 7% | -3% | -5% | 5% | 30% | 2%

Continuation.
SMILES | PTHR1 ag | TDP-43 yeast inh | aSyn yeast inh | EPAC2 ag | EPAC2 antag | EPAC1 agonist | FUS yeast rescue | EPAC1 antag
COc1ccc(CCNC(=O)CC(C)(C)CC2=NS(=O)(=O)c3ccccc3N2)cc1OC | -16% | -13% | -4% | 12% | 1% | -10% | -9% | -1%
O=C(NCCOc1ccc(Cl)cc1)c1ccco1 | -7% | -8% | -8% | 5% | u | 2% | 3% | -17%
NS(=O)(=O)c1ccc(-n2cccc2C=O)cc1 | i | -17% | 0% | 4% | -2% | 8% | -32% | 5%
CC(C)N(Cc1ccccc1)C(=S)Nc1ccc(F)cc1 | -4% | 27% | 0% | 1% | -2% | 0% | -6% | -7%
CNC(=S)N(CCc1c(C)[nH]c2ccc(C)cc12)Cc1cccs1 | -62%[inhibitor] | 0% | u | 2% | -23% | 8% | 35% | -20%
O=C(CCNC(=O)c1ccco1)Nc1ccc(SC(F)F)cc1 | 0% | -17%[9.22 µM] | -2% | 2% | -5% | 6% | 0% | -5%
CC(C)Cn1c(=O)c2c(c3ccccc31)OC(C)C(=O)N2 (centres undefined) | -16% | 11% | 0% | -1% | -3% | -1% | x | u
N#CCCn1cc(CNC2CCC(O)CC2)c2ccccc21 (centres undefined) | i | 15% | -2% | 6% | 5% | -2% | -9% | -1%
Cc1cc(OCC(=O)OCC(=O)c2c(N)n(C)c(=O)n(C)c2=O)ccc1Cl | 4% | 6% | -7% | -14% | -1% | 5% | x | -13%
CCOC(=O)/C(=C/C1=CC(=C/N(C)C)/C(=O)O1)C(C)=O | i | -17% | -6% | 26% | 40%[activator] | 25% | -1% | 34%[activator]

Bioassay records deposited in PubChem BioAssay by National Center for Advancing Translational Sciences (NCATS).
